PTEN del growth – growth suppressors of cells with PTEN tumor suppressor deletion. viability, % at 10 µM. hit rate 1.2% among 140,000. AID 827. HCT116 PTEN-null viability, CellTiter-Glo, 60 h; stronger effect = lower value;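 active = viability at or below a set limit, 4 SD under the median of all tested compounds, cut at about 3.7% in these data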;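 note: PTEN knockout HCT116 line with beta catenin targeted HCT116 as companion control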
E-sel TNF inh – TNF alpha driven E-selectin expression inhibition; AID 1246; HUVEC TNFa-induced E-selectin immunofluorescence, high content; hit rate 0.71% among 120,000; inhibition, % at 2 µM;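 active = inhibition above the batch mean plus 3 SD, and confirmed as a hit on visual image review, cut at about 43% in these data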;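 note: 0% = TNF-stimulated DMSO wells and 100% = unstimulated control wells; not every result past the cut was called active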
GALR2 blocker – antagonists of human galanin receptor 2 (GALR2) | O43603 | GALR2-expressing cells, antagonist mode | inhibition, % at 4 µM | hit rate 0.39% among 140,000 | AID 828; in the data active = inhibition above about 27%;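 note: cells stimulated with galanin 1-16 at roughly its EC80; 0% = agonist challenge control and 100% = basal control without agonist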
Target sequence (O43603 whole entry, looked up): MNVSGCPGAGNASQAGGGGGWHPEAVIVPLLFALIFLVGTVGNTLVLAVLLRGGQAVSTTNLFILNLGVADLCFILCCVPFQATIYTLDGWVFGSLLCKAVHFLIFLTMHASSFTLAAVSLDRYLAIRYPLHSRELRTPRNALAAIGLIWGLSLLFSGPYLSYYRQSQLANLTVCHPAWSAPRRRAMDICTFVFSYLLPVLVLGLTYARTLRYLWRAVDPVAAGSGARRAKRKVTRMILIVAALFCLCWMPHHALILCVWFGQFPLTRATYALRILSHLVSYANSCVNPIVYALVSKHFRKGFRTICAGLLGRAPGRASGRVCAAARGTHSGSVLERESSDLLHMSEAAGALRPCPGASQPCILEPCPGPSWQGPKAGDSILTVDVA
Phagocyt inh – inhibitors of macrophage phagocytosis | J774A.1 macrophage IgG-bead phagocytosis, imaging | inhibition, % at 5 µM | hit rate 0.07% among 110,000 | AID 1029;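 active = inhibition above the mean of the plate negative controls plus 5 SD, cut at about 13% in these data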;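 note: phagocytic index as fraction of beads internalized from green versus red external bead signal; plate controls were DMSO negative control for no effect and cytochalasin-D positive control for full effect; some results beyond the cut were filed as inactive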
Yeast lifespan up – extends the lifespan of yeast; S. cerevisiae growth with nicotinamide, OD615; deaD strain in restrictive glucose medium; inhibition of the nicotinamide effect, % at 10 µM; hit rate 0.68% among 130,000; AID 775;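 active = inhibition above a set limit, placed 3 SD over the median of all compounds, cut at about 26% in these data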;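 note: 0% = nicotinamide-treated wells and 100% = cells grown without nicotinamide; some compounds called inactive have numbers as strong as hits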
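assay system = DeaD-strain S. cerevisiae | measured by = absorbance at 615 nm | probe or stimulus = nicotinamide 1.5 mM | buffer or medium = CSMM-D glucose medium, restrictive | times = 48 h at 30 °C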
Yeast growth inh – reduces growth of yeast BB579 in restrictive medium; S. cerevisiae BB579 growth, OD615, 48 h; inhibition, % at 10 µM; hit rate 0.51% among 140,000;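 active = inhibition above a set limit, 3 SD over the mean compound inhibition, cut at about 44% in these data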; note: inactives centre near -24
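Detection: OD615 turbidity measurement; Material: Saccharomyces cerevisiae DeaD strain BB579, replicative lifespan model yeast; Timing: 48 h exposure, 30 °C; Doses: single 10 µM dose; Medium: CSMM-D restrictive synthetic medium containing dextrose (glucose); Controls: amphotericin B at 10 µg/mL as positive control.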
Measles CPE – protection of cells from measles virus; Measles virus-infected cells, CPE protection, absorbance; protection (pct of control), % at 4 µM; hit rate 1.5% among 140,000; in the data active = protection mostly above about 24%, no sharp cut-off; inactive = mostly below about 26%; note: some compounds called inactive have numbers as strong as hits
HCT116 bCat-KO – beta-catenin-lacking colon tumor cell growth suppression. HCT116 beta-catenin knockout viability, CellTiter-Glo, 60 h; stronger effect = lower value. viability, % at 10 µM. hit rate 1.5% among 140,000;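 active = viability at or under a set limit, the compound median less 4 SD, cut at about 6% in these data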;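 note: 0% = Hyamine 1622 control at 20 µM and 100% = untreated cell control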
NPY Y2 blocker – blocks the human neuropeptide Y Y2 receptor. NPY-Y2 expressing cells, antagonist mode. P49146. inhibition, % at 2.7 µM. hit rate 0.99% among 140,000; in the data active = inhibition above about 17%;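 note: 0% = vehicle with agonist challenge and 100% = reference antagonist with challenge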
Target sequence (P49146 whole entry, looked up): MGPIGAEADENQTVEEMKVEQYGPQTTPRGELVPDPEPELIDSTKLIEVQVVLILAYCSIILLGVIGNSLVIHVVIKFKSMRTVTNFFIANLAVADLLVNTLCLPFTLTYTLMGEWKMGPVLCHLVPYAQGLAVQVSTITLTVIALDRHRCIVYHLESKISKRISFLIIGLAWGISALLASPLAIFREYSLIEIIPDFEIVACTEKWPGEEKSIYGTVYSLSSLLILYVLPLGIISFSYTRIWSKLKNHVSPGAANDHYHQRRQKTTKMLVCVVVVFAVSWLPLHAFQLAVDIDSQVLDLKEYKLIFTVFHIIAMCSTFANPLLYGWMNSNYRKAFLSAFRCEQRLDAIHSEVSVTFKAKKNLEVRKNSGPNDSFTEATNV
MRP1 act – MRP-1 activation | AID 799 | hit rate 0.61% among 140,000 | viability increase, % at 10 µM | H69AR cells + doxorubicin, viability rescue, CellTiter-Glo;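 active = viability gain under doxorubicin at or above a set limit, the compound median plus 3 SD, cut at about 4.7% in these data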;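 note: MRP-1 overexpressing cells given doxorubicin 25 µM after compound pretreatment; 18-22 h compound pretreatment then 72 h with doxorubicin before readout; 0% = doxorubicin-only wells and 100% = vehicle-treated cells without doxorubicin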
* hit, by the source's call; . = not tested or not shown.

SMILES	PTEN del growth	E-sel TNF inh	GALR2 blocker	Phagocyt inh	Yeast lifespan up	Yeast growth inh	Measles CPE	HCT116 bCat-KO	NPY Y2 blocker	MRP1 act
O=C(Nc1nccs1)C1C2/C=C\CCCCC21 (stereo unspecified)	97	-21	10	0	-2	-28	5	104	6	0.7
O=C(NCCNc1ccc([N+](=O)[O-])cc1)c1cccc(Br)c1	94	6	2	2	7	-42	8	90	-2	1.2
O=C(NCCc1cccc(F)c1)[C@@H]1CSC2c3ccccc3C(=O)N21 (stereo partly specified)	96	.	-5	0	-8	-11	7	99	0	-2.4
CCCc1nc2c(=O)n(C)c(=O)[nH]c2n1CCC	100	.	-17	1	-2	-42	5	102	1	-0.9
O=C(Oc1c(Cl)cc(Cl)c2ccccc12)N1CCCC1	57	-11	9	.	-19	-7	21	61	0	-2.8
Nc1sc2c(c1C(=O)c1ccccc1)CCCC2	89	-31	0	-1	8	-1	7	90	4	-1.8
OCC1(CO)COC2(CCCC2)N1	102	21	19	-2	-3	-87	6	102	-1	-0.2
C=CCn1c(SCC(=O)c2ccccc2)nnc1-c1cc2ccccc2o1	93	-25	1	-1	-7	-28	6	89	4	-1.5
Cc1ccsc1/C=N/n1c(COc2ccccc2)n[nH]c1=S	83	.	2	-11	-1	-6	18	99	2	0.3
CCOC(=O)c1c(N)sc2c1CCC1C(=O)N(C3CCCCC3)C(=O)C21 (stereo unspecified)	90	-11	14	2	11	-63	7	95	2	-0.2
CCCCCCCCOC(=O)c1ccc(N)cc1	91	-3	8	.	.	-1	7	97	5	-2.8
Cc1cccc(NC(=S)NC(=O)/C=C/c2ccco2)n1	88	-7	-9	0	-24	-53	16	85	4	-1.9
CCOC(=O)C(CCOc1cccc(CC)c1)C(=O)OCC	88	-7	-3	0	-3	-7	2	85	5	-3.3
CC1CCC2C(=O)N(c3ccc(S(=O)(=O)c4ccccc4)cc3)C(=O)C2C1 (stereo unspecified)	91	.	7	-7	4	-35	14	99	-1	-1.4
Cc1ccc2cc3cc(C(=O)N4CCN(Cc5ccccc5)CC4)sc3nc2c1	105	6	-6	0	-6	-87	21	93	4	-0.1
CNc1oc(Cc2ccccc2)nc1S(=O)(=O)c1ccccc1	101	21	7	6	-25	-21	7	88	2	-3.7
COc1ccc(N2CCN(C(=O)CN(C)S(=O)(=O)c3cnc[nH]3)CC2)cc1	86	-7	11	-3	2	-18	12	85	-1	-1.3
COc1ccc(C(=O)/C=C/c2ccc(OC3CSC3)cc2)cc1	77	18	1	-5	-2	-16	6	81	6	-4.4
C=CCOc1c(Br)cc(/C=N/NC(=O)Cc2ccc(C(F)(F)F)cc2[N+](=O)[O-])cc1OC	81	.	7	-10	0	4	15	63	1	-1.7
COCC(=O)Nc1ccccc1C(=O)NC(C)C	102	18	-30	1	-11	-33	7	98	1	-1.7
S=C(NCc1cccs1)Nc1ccccc1Cl	88	.	9	-2	2	-17	9	86	3	-2.8
COC(=O)C1=C(N)Oc2cc(C)oc(=O)c2C1c1cccnc1 (stereo unspecified)	102	27	-8	-1	-1	-29	14	94	0	-1.0
CCOC(=O)c1cccc(N2C(N)=NC(N)=NC2(C)C)c1	98	-5	3	-4	0	-21	14	87	0	-2.3
O=C1CC(N2CCN(c3cccc(C(F)(F)F)c3)CC2)C(=O)N1c1ccccc1F (stereo unspecified)	91	.	-8	0	-8	-6	14	100	-1	0.7
Cn1c(NC(=O)C[n+]2cc(-c3ccc(Cl)cc3)n3c2CCC3)cc(=O)n(C)c1=O	94	11	8	-10	1	-42	18	98	1	-0.3
COc1ccc(CCN(C)Cc2ccc(OCc3ccccc3)c(OC)c2)cc1OC	55	-18	-2	-2	-4	0	29	54	12	-2.2
c1ccc(CSc2nnc(-c3cccnc3)o2)cc1	101	-19	7	.	.	15	4	96	4	-0.3
CCCS(=O)(=O)N1CCN(S(=O)(=O)c2ccc(F)cc2)CC1	94	-8	-8	.	-1	-48	10	86	-2	-2.5
COc1ccccc1C=NC(CO)C(O)c1ccc([N+](=O)[O-])cc1 (stereo unspecified)	99	5	-3	1	-18	-10	17	86	-2	-1.0
COC(=O)c1cccc(NC(=S)NCc2ccc(Cl)cc2)c1	88	-8	-3	0	-1	-42	8	97	4	-1.8

Structural class: the entries above with bromine.
SMILES	PTEN del growth	E-sel TNF inh	GALR2 blocker	Phagocyt inh	Yeast lifespan up	Yeast growth inh	Measles CPE	HCT116 bCat-KO	NPY Y2 blocker	MRP1 act
O=C(NCCNc1ccc([N+](=O)[O-])cc1)c1cccc(Br)c1	94	6	2	2	7	-42	8	90	-2	1.2
C=CCOc1c(Br)cc(/C=N/NC(=O)Cc2ccc(C(F)(F)F)cc2[N+](=O)[O-])cc1OC	81	.	7	-10	0	4	15	63	1	-1.7

The results go on:
SMILES	PTEN del growth	E-sel TNF inh	GALR2 blocker	Phagocyt inh	Yeast lifespan up	Yeast growth inh	Measles CPE	HCT116 bCat-KO	NPY Y2 blocker	MRP1 act
C=C(C)c1cccc(C(C)(C)NC(=O)Nc2ccc3[nH]c(=O)[nH]c3c2)c1	87	-5	-4	0	-1	-44	10	98	0	-2.3
Cc1ccc(-c2nnc(-c3ccccc3)c(-c3ccccc3)n2)cc1	79	-39	-21	-9	-8	-25	5	75	5	-0.2
CCCCCCc1nc2ccccc2c(=O)n1N	92	8	-5	1	-15	-2	20	82	3	-0.2
N#C/C(=C\c1ccc(OC(=O)c2cccs2)cc1)c1nc2ccccc2[nH]1	68	.	-8	15	3	-18	19	75	4	-1.1
N=C1S/C(=C\c2cccc3ccccc23)C(=O)N1c1ccc(F)cc1	14	.	1	2	-5	-43	1	16	4	-2.0
CC(C)(C)C1CCc2c(sc(NC(=O)c3cccs3)c2C(=O)N2CCCCC2)C1 (stereo unspecified)	78	5	-7	-1	-1	-47	11	80	3	5.0*
CN1/C(=C\C(=O)CSc2ncn[nH]2)C(C)(C)c2ccccc21	80	-4	0	-7	-4	-17	11	90	2	-0.4
CCCCCC(O)CCc1n[nH]c(=S)n1-c1ccccc1 (stereo unspecified)	87	-44	-6	.	-8	-22	2	85	5	-0.8
COc1ccccc1OCCNC1CCCC1	98	-11	7	3	-17	1	1	88	-2	-0.4
Cc1ccc(-n2c(=O)[nH]cc(C(=O)N3CCc4ccccc43)c2=O)cc1	97	.	-1	.	-18	-29	6	94	2	-0.3
Cc1nc(=O)c(-c2ccccc2)c(C)n1-c1ccccc1O	99	-78	6	3	.	-10	5	86	-1	2.1
Nc1nc2n(n1)C(c1ccco1)CC(c1ccc(Cl)cc1Cl)N2 (stereo unspecified)	86	0	5	-3	-3	-29	5	90	2	-0.5
COC(=O)c1ccc(N2Cc3ccccc3/C2=N\C(=O)Nc2ccccc2)cc1	51	.	-1	-3	1	-2	3	77	17	-0.7
O=C(NC1CCCCC1)c1ccccc1-c1ccccc1	99	12	-2	-12	2	-1	23	83	2	-0.3
COc1cccc(C(=O)NNC(=O)Cc2ccc([N+](=O)[O-])cc2)c1	85	.	-9	-5	-6	-10	15	97	3	-2.4
Cn1c(SCC(=O)N2c3ccccc3CCc3ccccc32)nnc1-c1ccc(O)cc1	85	.	0	2	6	-14	18	90	2	-2.6
CC1=Nn2c(nnc2-c2ccccc2F)SC1	109	-29	6	-3	-7	-67	35	95	2	-0.9
COc1ccc(-n2nnc3c(SCC(=O)NCC4CCCO4)ncnc32)cc1 (stereo unspecified)	13	.	0	1	-11	-4	4	8	-1	-3.9
CCc1ccc(NC(=O)COC(=O)CN2C(=O)COc3ccccc32)cc1	108	-1	-10	1	-21	-52	3	97	1	0.4
Cc1ccc(-n2c(SCC(=O)c3c(N)n(C)c(=O)n(C)c3=O)nc3sc4c(c3c2=O)CCCC4)c(C)c1	74	.	-16	1	0	-42	10	88	1	-1.9
COc1ccccc1/C=N/NC(=O)CN(C1=NS(=O)(=O)c2ccccc21)c1ccccc1	102	-10	3	1	-3	-26	1	109	0	-2.0
CC(C)OP(C)(=O)CN1CCN(CP(C)(=O)OC(C)C)CC1 (stereo unspecified)	93	-13	-1	.	-18	-18	7	94	-1	-0.9
c1ccc(CNCc2ccc3c(c2)OCO3)nc1	81	-8	2	.	.	1	6	92	0	-0.8
CC(O)Cn1ccccc1=N (stereo unspecified)	95	.	-5	-1	-19	-31	3	89	-1	-0.8
O=C(Nc1ccc(OC(=O)c2ccccc2)c(-c2nc3ccccc3s2)c1)c1ccccc1	31	-46	4	.	-9	-36	0	7	3	-4.5
O=C(OCc1ccc(F)cc1Cl)c1ccccn1	102	-15	3	11	-13	4	9	101	3	0.1
Fc1cccc(NC(=S)Nc2ccc(Br)cc2)c1	69	0	-14	-2	-22	-23	7	70	-1	-1.8
CC(/C=C/c1ccc2c(c1)OCO2)=N\NC(=O)COc1ccccc1C	75	9	-3	0	2	-81	19	98	6	-0.9
Cc1c(Br)c([N+](=O)[O-])nn1C(C)C(=O)Nc1nccs1 (stereo unspecified)	94	-64	7	-1	-9	-24	26	94	-1	-2.6
CCCC(=O)Nc1cc(C(=O)O)ccc1S(=O)(=O)c1ccc(Cl)cc1	91	-7	6	-2	7	-15	4	94	5	-1.1
O=C(NC(NC(=O)c1ccccc1)c1cccc([N+](=O)[O-])c1)c1ccccc1	102	11	9	-6	1	-10	9	88	-2	-2.5
Cc1ccc(F)cc1NC(=O)c1c(-c2ccccc2)noc1C	71	18	5	0	-11	-14	6	71	3	-0.6
Cc1ccc(-n2c(=O)cc(N3CCCCCC3)[nH]c2=O)cc1	96	-35	12	.	-8	-34	29	92	3	-2.1
CCOc1ccc(N2C(=O)/C(=C/c3cccs3)N(C)C2=S)cc1	80	.	9	0	-1	-27	5	62	-1	-0.8
S=c1[nH]nc(COc2ccc(Cl)cc2)n1C1CCCCC1	90	14	-5	.	.	14	1	90	0	-3.4
COc1nc(-c2ccccc2)ccc1-c1noc(-c2ccccc2F)n1	89	.	1	0	3	4	3	98	2	-3.4
O=Cc1ccc(N2CCCC2)c(F)c1	104	6	-6	0	-10	-46	2	99	1	0.1
CCN(CC(=O)Nc1cccc(Br)c1)Cc1nc2ccccc2c(=O)[nH]1	79	1	-13	-2	-7	12	13	83	0	-2.2
COc1ccc(/C=C/c2c([N+](=O)[O-])c(=O)n(C)c(=O)n2C)cc1OC	99	-51	12	3	-10	-78	8	98	2	-1.6
CCSc1nnc(-c2ccc(S(=O)(=O)N3CCOCC3)cc2)n1CC1CCCO1 (stereo unspecified)	91	-11	4	0	-15	-49	3	104	-1	-1.3
O=C(CSc1nnc(-c2ccncc2)n1Cc1ccccc1)NC1CCCc2ccccc21 (stereo unspecified)	86	6	4	.	-2	-24	6	93	3	-3.0
CCOc1ccc(OCCN(C)Cc2ccccc2)cc1	96	36	1	.	4	-17	5	88	4	-2.5
CCOC(=O)Nc1ccc(NC(=O)c2c(OC)cccc2OC)cc1	94	-20	7	0	-2	-11	7	88	2	-2.0
COC(=O)C1C(=O)c2c([nH]c(C(=O)OCCSC)c2C)CC1C (stereo unspecified)	108	.	-4	-1	-9	-34	25	106	0	-0.4
Cc1ccccc1-c1nc2sc3c(c2c(=O)n1N)CCCC3	88	27	1	-1	0	-77	2	86	0	-1.5

Screening results (PubChem)
